From PubChem BioAssay
Wnt bcat act – activators of Wnt/beta-catenin signaling; activation, % at 9.35 µM; Wnt/beta-catenin reporter cell assay, activator, plate reader; AID 743398; 300,000 tested, 1.2% active; in the data active means activation above about 30%, passing the limit was not always enough;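 further: 0% = neutral control wells and 100% = positive control wells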
NSD2 HMT inh – blocks human histone methyltransferase NSD2 | O96028 | NSD2 peptide methylation, AlphaScreen, 120 min | inhibition, % at 12.5 µM | 310,000 tested, 0.54% active | AID 743445; in the data active means inhibition above about 50%
Target sequence (O96028 whole entry, looked up): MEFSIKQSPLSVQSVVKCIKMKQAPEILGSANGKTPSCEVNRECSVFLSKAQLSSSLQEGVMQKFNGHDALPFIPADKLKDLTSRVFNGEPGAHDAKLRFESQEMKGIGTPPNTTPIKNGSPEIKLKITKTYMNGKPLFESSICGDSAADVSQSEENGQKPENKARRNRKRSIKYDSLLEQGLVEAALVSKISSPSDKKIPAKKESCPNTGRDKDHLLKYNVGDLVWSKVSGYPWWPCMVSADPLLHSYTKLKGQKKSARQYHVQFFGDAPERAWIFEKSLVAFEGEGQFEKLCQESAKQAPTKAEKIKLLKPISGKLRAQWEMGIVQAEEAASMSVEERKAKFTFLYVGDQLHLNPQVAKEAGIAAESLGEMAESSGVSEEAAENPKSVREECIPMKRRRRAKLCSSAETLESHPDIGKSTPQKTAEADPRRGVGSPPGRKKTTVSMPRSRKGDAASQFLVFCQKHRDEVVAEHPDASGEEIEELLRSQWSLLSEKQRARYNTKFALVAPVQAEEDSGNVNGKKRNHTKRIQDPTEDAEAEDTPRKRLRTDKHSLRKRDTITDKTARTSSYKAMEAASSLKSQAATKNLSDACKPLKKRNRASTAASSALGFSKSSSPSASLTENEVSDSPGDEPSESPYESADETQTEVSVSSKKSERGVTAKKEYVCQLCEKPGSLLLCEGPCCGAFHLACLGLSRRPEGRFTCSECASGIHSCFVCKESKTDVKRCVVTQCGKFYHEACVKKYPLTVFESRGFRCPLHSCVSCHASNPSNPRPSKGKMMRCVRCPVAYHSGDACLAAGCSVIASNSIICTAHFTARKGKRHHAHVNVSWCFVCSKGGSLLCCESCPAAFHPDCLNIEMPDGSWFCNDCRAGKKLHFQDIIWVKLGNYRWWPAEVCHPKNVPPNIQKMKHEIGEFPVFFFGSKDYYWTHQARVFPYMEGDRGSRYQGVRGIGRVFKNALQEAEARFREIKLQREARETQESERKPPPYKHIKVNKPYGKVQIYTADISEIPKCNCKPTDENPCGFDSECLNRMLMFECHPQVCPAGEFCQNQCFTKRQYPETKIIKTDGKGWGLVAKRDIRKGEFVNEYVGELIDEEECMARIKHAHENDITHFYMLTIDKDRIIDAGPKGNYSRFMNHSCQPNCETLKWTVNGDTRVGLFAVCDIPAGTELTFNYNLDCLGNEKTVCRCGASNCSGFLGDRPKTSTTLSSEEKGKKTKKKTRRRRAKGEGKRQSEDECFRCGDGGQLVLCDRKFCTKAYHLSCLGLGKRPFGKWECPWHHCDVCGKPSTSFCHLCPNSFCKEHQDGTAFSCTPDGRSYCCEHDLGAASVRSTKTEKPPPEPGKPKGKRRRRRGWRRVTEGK
PvdQ inh – blocks Pseudomonas aeruginosa PvdQ acylase activity. purified PvdQ acylase, fluorescence plate reader. inhibition, % at 10 µM. 340,000 tested, 0.063% active. AID 488965; in the data active means inhibition above about 30%, passing the limit was not always enough;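 further: 0% = vehicle neutral wells and 100% = reference inhibitor wells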
HTR5A inv ctr – counter-screen for OPRM1-OPRD1 inverse agonists: human HTR5A inverse agonism; P47898; HTR5A cell line, luminescence; inhibition, % at 9.3 µM; 340,000 tested, 0.083% active; AID 504634; in the data active means inhibition mostly above about 23%, no sharp cut-off; inactive means mostly below about 18%;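 further: 0% = cells with DMSO and 100% = no-cell wells with DMSO; some compounds called inactive have numbers as strong as hits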
dFosB act – enhances mouse delta FosB homodimer DNA binding | 340,000 tested, 0.99% active | AID 493131 | activation, % at 25 µM | purified delta FosB, TAMRA-CDK5 oligo fluorescence polarization; percent of positive-control signal above neutral wells | P13346;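 active means mean activation above about 17%, with every replicate also reaching it, limit read from the data, passing the limit was not always enough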;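 further: fluorescence polarization rise as delta FosB binds a TAMRA Cdk5 AP-1 oligo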
MITF act – activators of MITF-driven TRPM1 promoter activity in SK-MEL-5 cells. SK-MEL-5 TRPM1-promoter luciferase, 24 h; % of positive control, neutral wells = 0. activation, % at 12.5 µM. 300,000 tested, 0.75% active. AID 588334;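 active means mean activation of at least 80% with every replicate also reaching 80%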;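 further: 0% = neutral control wells and 100% = parthenolide positive control wells; values of inactives mirror those of a sister screen read the other way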
CDK5 p35 inh – blocks human CDK5/p35 kinase activity; Q00535+Q15078; Recombinant CDK5/p35, ADP-Glo luminescence, 60 min; inhibition, % at 10 µM; 330,000 tested, 0.01% active;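 active means highest replicate inhibition of at least 50% and at least 75% of replicates reaching 50%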;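 further: plate controls were DMSO neutral control for no effect and GW8510 at 10 µM for full effect; many of its hits are not listed in these tables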
V-ATPase pHluor – alters yeast V-ATPase proton transport | S. cerevisiae, pHLuorin cytosolic pH fluorescence | 350,000 tested, 0.37% active | response, % at 10 µM; in the data active means response mostly above about 7.3%, no sharp cut-off; inactive means mostly below about 5.4%; further: actives read high; inactives centre near 0; some compounds called inactive have numbers as strong as hits; reference of the scale not given here
HTR5A ag ctr – counter-screen for OPRM1-OPRD1 agonists: human HTR5A agonism | P47898 | HTR5A agonist assay, luminescence, cell-based | activation, % at 9.3 µM | 340,000 tested, 0.61% active; in the data active means activation mostly above about 9.5%, no sharp cut-off; inactive means mostly below about 7.6%;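 further: 0% = cells with vehicle only and 100% = reference agonist; strong numbers were not always called active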
SR-BI HDL uptake – inhibitors of mouse SR-BI mediated HDL lipid uptake; ldlA[mSR-BI] CHO cells, DiI-HDL uptake fluorescence, 3 h; inhibition, % at 12.5 µM; 320,000 tested, 0.96% active;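 active means mean replicate inhibition of at least 70% and a set share of replicates each scoring 70 or more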;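 further: 0% = median of neutral control wells and 100% = median of positive control wells; values of inactives mirror those of a sister screen read the other way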
Active calls of the source: *; . = not tested or not shown.

1	CC/C(=N\NC(=O)CSCc1ccccc1Cl)c1ccc2c(c1)OCCO2
2	COc1ccc(S(=O)(=O)CCC(=O)N2CCN(c3ccc([N+](=O)[O-])cc3)CC2)cc1
3	O=C(NCCc1ccc(Cl)cc1)C1CCC(CNc2nc(=S)[nH]c3ccccc23)CC1 (centres undefined)
4	COCCC(=O)Nc1ccc2c(c1)CN(C(=O)CSC)CC2
5	O=C(CCCN1C(=O)C2C3C=CC(C3)C2C1=O)N1CCN(c2ccccc2)CC1 (centres undefined)
6	Cc1cccc(OCCC(=O)Nc2ccccc2C(N)=O)c1
7	C=CCN1C(=O)[C@@H]2Cc3c([nH]c4ccccc34)C(c3ccc(O)cc3)N2C1=S (some centres undefined)
8	O=C(CSC1CS(=O)(=O)c2cc([N+](=O)[O-])ccc21)NNC(=O)c1ccc(Cl)cc1 (centres undefined)
screen / no.	1	2	3	4	5	6	7	8
Wnt bcat act	-3	2	-14	-5	.	2	.	2
NSD2 HMT inh	-1	2	-3	1	2	94*	2	2
PvdQ inh	-14	-5	-14	-4	-12	-8	-14	-10
HTR5A inv ctr	-27	12	3	18	-9	-5	3	-17
dFosB act	-14	-6	72*	0	-1	1	-8	-5
MITF act	3	12	-76	-3	.	-2	-10	.
CDK5 p35 inh	-1.2	-0.5	-2.3	-1.0	-0.6	0.6	-0.5	-2.4
V-ATPase pHluor	1	-1	-2	-4	0	2	-1	-2
HTR5A ag ctr	2	0	-1	3	3	2	-1	-5
SR-BI HDL uptake	-10	3	34	.	26	4	56	3

9	O=C(COC(=O)Cc1ccc(F)cc1)NC1CCCCCC1
10	Cc1ccc(-c2noc(C3CCCN(C(=O)c4ccccc4)C3)n2)o1 (centres undefined)
11	CCN(CC)CCn1c2c(c(SCC(=O)Nc3cccc4ccccc34)nc1=O)CCC2
12	COC(=O)c1ccc(COC(=O)c2cc3ccccc3oc2=O)cc1
13	COC(=O)Cn1c(=NC(=O)c2ccc(S(=O)(=O)N3CCOCC3)cc2)sc2cc(S(N)(=O)=O)ccc21
14	COc1ccc(CNc2ccc(Br)cc2)cc1
15	COc1c(-c2ccc([N+](=O)[O-])cc2[N+](=O)[O-])c(=O)n(C)c(=O)n1C
16	COc1ccc(/C=N/Nc2ncnc3sc(C)c(C)c23)cc1
screen / no.	9	10	11	12	13	14	15	16
Wnt bcat act	-2	.	-4	10	2	43*	1	.
NSD2 HMT inh	0	-4	5	-1	-1	-2	0	2
PvdQ inh	-1	8	0	-1	21	-1	-6	-11
HTR5A inv ctr	-9	-50	-9	-3	-12	18	11	7
dFosB act	-3	-17	-9	1	-1	-3	-14	-11
MITF act	-6	65	2	.	-3	58	-13	33
CDK5 p35 inh	0.1	0.5	-0.1	-0.6	0.9	0.6	-1.0	.
V-ATPase pHluor	2	-8	1	-3	4	1	7	-4
HTR5A ag ctr	3	4	3	1	1	4	-3	0
SR-BI HDL uptake	-25	-16	-13	-30	-2	-1	-3	-20

17	CCCN=C1CC(C)(C)CC(=O)/C1=C(/O)CCC
18	O=C(CCSc1ccccc1)NCCSCc1ccco1
19	COC(=O)c1nc[nH]c1C(=O)OC
20	O=C(CN1CCN(S(=O)(=O)c2ccc(Br)cc2)CC1)N/N=C/c1ccc(Cl)c([N+](=O)[O-])c1
21	Cc1ccsc1C(=O)OCC(=O)NC1CCCC(C)C1C (centres undefined)
22	CC(Oc1ccc2ccccc2c1)C(=O)NNC(=S)NC(=O)c1ccco1 (centres undefined)
23	Cc1cccc(CNc2ncnc3ccc(-c4ccccc4Cl)cc23)c1
24	CCn1cc(/C=C/C(=O)NCc2c(C)nn(C)c2C)cn1
screen / no.	17	18	19	20	21	22	23	24
Wnt bcat act	-1	10	8	0	-1	.	8	.
NSD2 HMT inh	-3	-1	-3	-2	-2	.	.	0
PvdQ inh	8	-1	-11	-12	-14	-9	-18	-12
HTR5A inv ctr	3	-9	17	31	-6	1	-5	17
dFosB act	4	5	4	-7	-2	-1	-2	1
MITF act	3	10	.	-15	7	-10	0	-7
CDK5 p35 inh	2.4	-1.9	-7.4	-0.7	-2.6	0.5	0.2	1.0
V-ATPase pHluor	-3	-1	-2	-6	-2	2	3	-1
HTR5A ag ctr	-1	2	0	7	2	0	2	-5
SR-BI HDL uptake	-1	9	-5	-36	-9	22	20	-35

25	S=C(c1ccc[nH]1)N1CCOCC1
26	CCOCCCN(C)C1CCN(C(=O)c2oc3ccccc3c2NC(=O)Cc2cccc([N+](=O)[O-])c2)CC1
27	CCOC(=O)CN1C(c2ccccc2O)Nc2ccc(Br)cc2C1c1ccccc1 (centres undefined)
28	CC(C)(Cc1ccc(O)cc1)NC(=O)c1ccccc1
29	O=C1CC(N2CCC(c3nc4ccccc4s3)CC2)C(=O)N1 (centres undefined)
30	COc1ccc(NC(=S)N2CCN(c3ccccn3)CC2)cc1
31	CC1CCCC(C)N1C(=O)c1cc2ncc(CCCl)cn2n1 (centres undefined)
32	O=C(NCc1ccco1)c1cnn2c(C(F)F)cc(-c3ccccc3)nc12
screen / no.	25	26	27	28	29	30	31	32
Wnt bcat act	.	-2	-2	1	8	.	.	.
NSD2 HMT inh	-2	8	4	5	0	-1	-3	0
PvdQ inh	-19	1	-12	12	-16	-5	-10	2
HTR5A inv ctr	-1	-2	-7	5	-24	13	11	-3
dFosB act	1	-2	-14	1	-3	-7	1	-10
MITF act	-18	2	4	.	-7	3	-3	-23
CDK5 p35 inh	-0.2	1.7	0.5	-0.2	0.0	-1.7	-3.3	0.7
V-ATPase pHluor	3	-1	6	-2	12	2	-2	2
HTR5A ag ctr	-5	-1	3	-1	0	-1	2	-3
SR-BI HDL uptake	-14	-10	11	-5	-3	-14	-4	18

Some of these compounds in order of their number in SR-BI HDL uptake, high to low:
item	SMILES	SR-BI HDL uptake
29	O=C1CC(N2CCC(c3nc4ccccc4s3)CC2)C(=O)N1 (centres undefined)	-3
28	CC(C)(Cc1ccc(O)cc1)NC(=O)c1ccccc1	-5
26	CCOCCCN(C)C1CCN(C(=O)c2oc3ccccc3c2NC(=O)Cc2cccc([N+](=O)[O-])c2)CC1	-10

The results go on:
33	COc1ccccc1CNC(=S)Nc1ccc(S(N)(=O)=O)cc1
34	O=C(Nc1ccc(F)cc1)c1ccc2snnc2c1
35	Cc1ccc(-c2c(C)sc(NC(=O)C3C4CCC(O4)C3C(=O)O)c2C(=O)OC(C)C)cc1 (centres undefined)
36	CCOC(=O)C1CCCN(C(=O)Cn2ncc3c(=O)oc4ccc(C)cc4c32)C1 (centres undefined)
37	COc1cccc(NC(=O)Nc2cc(Cl)ccc2C)c1
38	COc1ccc(CNC(=O)CCCC(=O)n2nc(C)c3ccccc32)cc1
39	CCOCCCN(C)C1CCN(C(=O)c2oc3ccccc3c2NC(=O)COc2cccc(C)c2)CC1
40	CCOC(=O)c1ccc(NC(=O)CSc2nc3cccnc3n2C)cc1
screen / no.	33	34	35	36	37	38	39	40
Wnt bcat act	.	6	.	.	0	-3	-2	-3
NSD2 HMT inh	0	-4	3	.	-2	2	9	-1
PvdQ inh	-2	0	-7	-1	4	-1	-14	-6
HTR5A inv ctr	7	-26	-21	-4	6	-17	4	13
dFosB act	-3	-6	-2	-1	10	-8	-15	-3
MITF act	-1	16	-13	.	1	-1	16	-1
CDK5 p35 inh	-0.8	0.4	-0.2	0.2	-0.8	0.7	1.1	0.9
V-ATPase pHluor	4	-3	1	1	-1	-2	2	-1
HTR5A ag ctr	-2	-1	8	-2	-2	0	-2	2
SR-BI HDL uptake	-7	30	5	-26	32	2	20	21

41	CN(Cc1cccc(F)c1)C(=O)CSc1nnc(C2CC2)n1C1CC1
42	Cc1cccc(CCNC(=O)C2CCN(S(=O)(=O)c3ccccc3)CC2)c1
43	COc1ccc([N+](=O)[O-])cc1C(=O)Nc1ccc(Cc2ccncc2)cc1
44	COc1ccc(NC2CCCN(C(=O)c3cc4ncccn4n3)C2)cc1 (centres undefined)
45	OCCOCCNc1ncnc2sc(-c3ccccc3)cc12
46	N#Cc1ccccc1OCC(=O)NC(N)=O
47	COc1cccc2c(N/N=C/c3ccc(O)c(O)c3)cc(C)nc12
48	Cc1ccc(S(=O)(=O)NC(C)(C)CN2CCc3ccccc3C2)cc1
49	Cc1ccc(CNS(=O)(=O)c2cc(F)ccc2CN2C(=O)c3cccnc3C2=O)o1
50	COc1ccc(NC(=O)Cn2c3ccccc3c3nc4n(c(=O)c32)CCS4)cc1OC
51	CCn1c(Cc2ccccc2)nnc1SCC(=O)Nc1nc2ccccc2s1
screen / no.	41	42	43	44	45	46	47	48	49	50	51
Wnt bcat act	4	-2	7	5	6	.	6	-1	0	-1	.
NSD2 HMT inh	-3	1	3	2	1	0	15	.	-4	3	-1
PvdQ inh	6	2	-16	0	-14	-13	-4	-15	-13	-4	-17
HTR5A inv ctr	-4	9	-12	6	-4	-8	16	8	1	2	-26
dFosB act	1	-7	-10	-11	9	0	2	0	7	4	-2
MITF act	4	6	2	8	-13	.	27	17	7	-4	10
CDK5 p35 inh	0.6	0.5	-0.4	-1.4	1.1	-1.2	0.7	0.2	.	0.3	-1.2
V-ATPase pHluor	-3	-1	-2	-1	-8	2	-4	-1	0	1	6
HTR5A ag ctr	2	1	-3	-2	0	2	-6	-3	0	-1	-2
SR-BI HDL uptake	1	8	-3	-6	22	-1	22	-1	-5	4	-5

Reprinted at random: four entries already listed, in no set order.
49	Cc1ccc(CNS(=O)(=O)c2cc(F)ccc2CN2C(=O)c3cccnc3C2=O)o1
42	Cc1cccc(CCNC(=O)C2CCN(S(=O)(=O)c3ccccc3)CC2)c1
46	N#Cc1ccccc1OCC(=O)NC(N)=O
47	COc1cccc2c(N/N=C/c3ccc(O)c(O)c3)cc(C)nc12
screen / no.	49	42	46	47
Wnt bcat act	0	-2	.	6
NSD2 HMT inh	-4	1	0	15
PvdQ inh	-13	2	-13	-4
HTR5A inv ctr	1	9	-8	16
dFosB act	7	-7	0	2
MITF act	7	6	.	27
CDK5 p35 inh	.	0.5	-1.2	0.7
V-ATPase pHluor	0	-1	2	-4
HTR5A ag ctr	0	1	2	-6
SR-BI HDL uptake	-5	8	-1	22
